SMARCA2 activ = increases SMARCA2 function in MMTV reporter cells; MG213 cells, MMTV-luciferase reporter, dexamethasone, overnight; activation, % at 9.1 µM; 370,000 compounds, 1% hits; in the data active = activation above about 7.8%;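 also: 0% = vehicle wells and 100% = reference activator wells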
DAX1 inh-1 = DAX1 (NR0B1) inhibition, primary screen | HEK293T StAR-luciferase reporter, SF-1/DAX-1 repression relief | inhibition, % at 6.8 µM | 370,000 compounds, 1.1% hits | AID 652010;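 active = inhibition above the mean over all tested compounds plus 3 SD, cut at about 3.6% in these data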;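 also: 0% = DAX-1 cells with DMSO and 100% = cells lacking DAX-1 with DMSO; higher inhibition means more luminescence from relief of DAX-1 repression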
PLCg1 inh = blocks human PLC-gamma1 enzyme activity; P19174; purified PLC-gamma1, fluorogenic substrate, fluorescence; inhibition, % at 12.2 µM; 370,000 compounds, 0.84% hits; in the data active = inhibition above about 9.5%
ssDAF-12 act = activators of S. stercoralis DAF-12 nuclear receptor; 370,000 compounds, 1% hits; HEK293 ssDAF-12/GRIP1 lit1-tk-luc reporter, luminescence; % of 3 µM dafachronic acid response; activation, % at 6.8 µM;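 active = activation above the mean over all tested compounds plus 3 SD, cut at about 0.9% in these data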;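 also: 0% = DMSO-only wells and 100% = 3 µM delta7-dafachronic acid wells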
hgDAF12 agonist = activates the H. glycines DAF-12 receptor ligand-binding domain; HEK293 GAL4-hgDAF12 UAS-luciferase reporter, agonist luminescence; normalized to butyrate control; activation, % at 6.8 µM; 370,000 compounds, 1.8% hits; AID 687014;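 active = activation above a cutoff set at the mean of all screened compounds plus 3 SD, cut at about 10% in these data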;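 also: 0% = DMSO wells and 100% = sodium butyrate wells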
hcDAF-12 act = H. contortus DAF-12 activation, primary screen. HEK293 hcDAF-12 lit1-tk-luc reporter, luminescence; 0% DMSO, 100% Δ7-dafachronic acid. activation, % at 6.8 µM. 370,000 compounds, 1.4% hits;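 active = activation above the mean of all tested compounds plus 3 SD, cut at about 5.5% in these data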;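 also: 100% = response to 3 µM Δ7-dafachronic acid high control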
PLCb3 inh = PLC-beta3 (human) inhibition, primary screen | Purified PLC-beta3, fluorogenic substrate, fluorescence | inhibition, % at 12.2 µM | 370,000 compounds, 0.18% hits | Q01970 | AID 720704; in the data active = inhibition above about 11%;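 also: 0% = median of compound wells on plate and 100% = full blocker control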
ADAM17 inh = inhibitors of human ADAM17; P78536; recombinant ADAM17, EDANS/DABCYL FRET peptide cleavage; inhibition, % at 6.95 µM; 370,000 compounds, 0.83% hits;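 active = inhibition above the mean of compounds lying between control limits plus 3 SD, set per campaign, cut at about 8.5% in these data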;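 also: 0% = DMSO-only wells as the low control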
Target sequence (P78536 215-824 limits assumed): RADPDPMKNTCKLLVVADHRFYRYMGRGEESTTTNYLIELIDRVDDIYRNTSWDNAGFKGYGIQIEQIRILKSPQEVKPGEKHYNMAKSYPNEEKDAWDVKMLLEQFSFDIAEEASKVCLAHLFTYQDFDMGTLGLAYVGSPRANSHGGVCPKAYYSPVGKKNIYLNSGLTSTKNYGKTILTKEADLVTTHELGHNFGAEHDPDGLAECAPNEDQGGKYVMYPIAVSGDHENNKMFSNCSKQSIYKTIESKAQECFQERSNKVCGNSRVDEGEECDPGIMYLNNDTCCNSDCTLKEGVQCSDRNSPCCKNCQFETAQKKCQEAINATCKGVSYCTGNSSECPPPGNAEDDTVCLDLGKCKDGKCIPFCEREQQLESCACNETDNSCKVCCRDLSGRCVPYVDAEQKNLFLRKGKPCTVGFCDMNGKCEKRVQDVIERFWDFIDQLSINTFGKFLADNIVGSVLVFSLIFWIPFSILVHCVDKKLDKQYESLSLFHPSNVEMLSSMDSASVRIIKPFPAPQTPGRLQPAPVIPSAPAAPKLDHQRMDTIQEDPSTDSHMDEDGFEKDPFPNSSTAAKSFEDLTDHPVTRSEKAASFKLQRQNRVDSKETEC
MBD2 DNA inh = inhibitors of human MBD2 binding to methylated oligonucleotide. Q9UBB5. TR-FRET. inhibition, % at 4.4 µM. 370,000 compounds, 0.31% hits. AID 686964; in the data active = inhibition above about 13%
Target sequence (Q9UBB5 whole entry, looked up): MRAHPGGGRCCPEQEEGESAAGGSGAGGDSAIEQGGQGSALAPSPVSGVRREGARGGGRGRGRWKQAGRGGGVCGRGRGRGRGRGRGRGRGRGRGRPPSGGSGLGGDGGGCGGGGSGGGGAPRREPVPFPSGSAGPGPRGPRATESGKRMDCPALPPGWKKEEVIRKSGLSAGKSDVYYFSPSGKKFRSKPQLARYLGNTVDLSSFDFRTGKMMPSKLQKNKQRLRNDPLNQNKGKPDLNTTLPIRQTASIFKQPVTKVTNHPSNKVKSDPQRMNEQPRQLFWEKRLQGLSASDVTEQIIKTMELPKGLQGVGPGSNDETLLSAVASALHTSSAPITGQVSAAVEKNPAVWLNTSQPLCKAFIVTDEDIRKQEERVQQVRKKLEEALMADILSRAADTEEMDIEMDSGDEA
NR1D1 modulator = modulates human Rev-erb alpha binding to DNA; P20393; Rev-erbα–FITC-DNA binding, fluorescence polarization, 90 min; activity, % at 10 µM; 370,000 compounds, 0.79% hits; AID 1259318;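 active = activity above about 14%, limit read from the data; passing the limit was not always enough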;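 also: 0% = DMSO wells with 35 nM protein and 100% = DMSO wells with 750 nM protein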
DAX1 inh-2 = inhibitors of human orphan nuclear receptor DAX1 (NR0B1) | HEK293 Gal4-DAX1 luciferase reporter, luminescence | inhibition, % at 6.75 µM | 340,000 compounds, 0.99% hits | AID 504766;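 active = inhibition above the mean over all tested compounds plus 3 SD, cut at about 4.2% in these data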;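 also: 0% = DAX1-transfected cells with DMSO and 100% = empty-vector control cells with DMSO; inhibition shows as a rise in luminescence from relieved DAX1 repression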
Numbers without * were called inactive; i = inactive; x = no result given; & = joins results of further samples.

SMILES | SMARCA2 activ | DAX1 inh-1 | PLCg1 inh | ssDAF-12 act | hgDAF12 agonist | hcDAF-12 act | PLCb3 inh | ADAM17 inh | MBD2 DNA inh | NR1D1 modulator | DAX1 inh-2
Nc1nnc(SCC(=O)Nc2ccc3nc(SCC(=O)Nc4ccccc4)sc3c2)s1 | -5.1 | -1.7 | -2.4 | -2.1 | -1.9 | -1.5 | i | 5.3 | -7.1 | -5.7 | -3.1
C/C(=N\NC(=O)C1(C)CC1(Br)Br)c1cccc(NC(=O)C2CCC2)c1 (centres undefined) | -2.5 | 0.1 | -2.4 | -0.5 | -0.5 | -1.6 | -2.4 | -6.7 | 3.7 | 2.2 | -0.8
COc1ccc(-n2nnnc2SCC(=O)N2CCCC2)cc1OC | 3.9 | -0.2 | -0.5 | -1.2 | 0.6 | -0.3 | 4.8 | -4.1 | -3.0 | 1.6 | 1.2
Fc1ccc(NC(=S)NC2CCCCC2)c(F)c1F | -5.8 | -2.2 | 1.2 | -1.7 | 1.6 | -4.4 | 1.7 | -1.4 | 1.4 | -1.1 | -3.4
CSc1ccc(C(=O)C2CCCN(Cc3cccc4nccnc34)C2)cc1 (centres undefined) | -0.5 | -0.1 | 1.0 | -1.5 | -1.8 | -1.1 | -6.6 | -0.6 | -1.1 | -0.8 | 0.2
C=CCn1c(SCC(=O)NC2CC2)nc2ccccc2c1=O | -0.7 | -0.8 | 2.5 | -1.0 | 6.0 | 0.1 | -6.2 | -9.2 | 2.8 | -0.9 | 0.7
CC(C)CN(CC(C)C)C(=O)CCCC(=O)N(CC(C)C)CC(C)C | -1.7 | 0.8 | 2.0 | -1.7 | -2.1 | -1.9 | 3.3 | 3.4 | 3.8 | -0.7 | -0.2
CCCCN(C=O)c1c(CC)nc2ccc(C(=O)N3CCN(S(=O)(=O)CC)CC3)cn12 | -6.0 | 1.7 | -0.5 | -0.9 | 2.1 | -0.8 | -3.4 | -0.4 | -6.7 | 4.8 | x
COc1ccc2ccn(C)c2c1 | -1.5 | 0.0 | 1.4 | -1.1 | -1.3 | 1.1 | 1.8 | -5.0 | 10.3 | -3.4 | -0.5
C[C@@H]1OC(C2CCCCC2)N(C)[C@H]2C[C@H]3c4[nH]c5cccc(-c6ccccc6)c5c4CCN3C(=O)[C@@H]12 (some centres undefined) | 2.0 | 0.0 | -233.2 | -0.8 | -4.7 | -1.5 | -281.5 | -186.2 | -4.7 | -2.7 | x
COc1cccc(CNc2nc(NCc3ccccc3OC)nc3ccsc23)c1 | -9.1 | -2.0 | -1.7 | -1.4 | -3.3 | -2.8 | 2.6 | 0.4 | -0.8 | -6.0 | x
O=C(NCC(c1cccnc1)N1CCOCC1)NC1CCCCC1 (centres undefined) | 0.9 | 0.1 | 1.3 | -1.4 | 4.0 | -1.7 | -0.7 | -1.7 | 2.9 | 0.8 | 0.4
CC(=O)/C=C(\C)NCCNc1c(F)c(F)c(CO)c(F)c1F | 0.0 | -0.3 | 0.7 | -1.4 | 2.5 | 0.1 | -3.1 | -2.0 | -2.8 | -5.2 | -0.7
CCn1c(SCc2nc3ccccc3[nH]2)nnc1-c1ccc(OC)cc1 | -3.4 | -0.9 | -5.8 | -1.9 | -1.7 | -0.2 | -6.9 | -8.5 | 0.6 | -6.5 | -1.0
CCC/C(=N\NC(=O)Cc1csc(N2CCOCC2)n1)c1ccccc1 | 0.3 | -0.4 | -4.2 | -1.5 | -2.7 | -3.7 | -1.6 | 0.8 | 2.7 | 0.6 | 0.3

Continued, overlapping the part above by 2 compounds.
SMILES | SMARCA2 activ | DAX1 inh-1 | PLCg1 inh | ssDAF-12 act | hgDAF12 agonist | hcDAF-12 act | PLCb3 inh | ADAM17 inh | MBD2 DNA inh | NR1D1 modulator | DAX1 inh-2
CCn1c(SCc2nc3ccccc3[nH]2)nnc1-c1ccc(OC)cc1 | -3.4 | -0.9 | -5.8 | -1.9 | -1.7 | -0.2 | -6.9 | -8.5 | 0.6 | -6.5 | -1.0
CCC/C(=N\NC(=O)Cc1csc(N2CCOCC2)n1)c1ccccc1 | 0.3 | -0.4 | -4.2 | -1.5 | -2.7 | -3.7 | -1.6 | 0.8 | 2.7 | 0.6 | 0.3
O=S(=O)(NC1CCN(Cc2ccccc2)CC1)c1ccc2ccccc2c1 | -3.2 | -0.5 | -2.2 | -1.0 | -1.2 | -0.7 | 0.3 | 4.2 | -4.9 | -5.3 | 0.2
COc1ccc(NC(=O)CCCn2nc(C)c3c(C)n(-c4ccccc4)nc3c2=O)cc1OC | -1.0 | 0.2 | 2.3 | -1.1 | -1.1 | -1.6 | -7.6 | 2.0 | -2.1 | 1.6 | 0.7
COc1ccc(NC(=O)C(=O)N/N=C/c2cccnc2)c(OC)c1 | -4.3 | -0.3 | 1.3 | -1.0 | 0.0 | -3.8 | -0.4 | 1.7 | -3.2 | -2.5 | -0.8
Cc1ccc(S(=O)(=O)/N=C2\C=C(Nc3cccc(C(=O)O)c3)C(=O)c3ccccc32)cc1 | 0.6 | 0.0 | 5.6 | -0.1 | -3.6 | 2.9 | -3.1 | -1.6 | -2.8 | -2.8 | -0.7
O=C(Nc1nncs1)c1ccc(F)c(S(=O)(=O)N2CCCCC2)c1 | -1.8 | 1.5 | 0.5 | -0.9 | -0.5 | -1.4 | -11.3 | -2.1 | -1.0 | 2.5 | 2.3
COCCn1nnnc1C(c1cccs1)N1CCCC(C)C1 (centres undefined) | 2.0 | 0.7 | -0.7 | -0.7 | 2.5 | -1.0 | -3.6 | 0.3 | 5.1 | x | 0.5
O=c1c(Cl)c(NCc2ccccc2Cl)cnn1C12CC3CC(CC(C3)C1)C2 | -2.5 | 0.0 | 8.5 | -0.5 | 0.9 | 2.0 | 4.2 | 1.7 | -1.1 | 3.2 | -0.6
C=C1CCC2[C@](C)(CO[C@@H]3O[C@H](CO)[C@@H](O)[C@H](O)[C@H]3O)CCC[C@@]2(C)[C@@H]1CCC1=CCOC1=O (some centres undefined) | -2.1 | 1.3 | 1.0 | -0.7 | 0.1 | 1.6 | 2.3 | -3.9 | -4.1 | -1.6 | -0.1
CCN(CC(=O)NCc1ccc(Cl)cc1)C(=O)c1ccc2cc(OC)ccc2c1 | -4.7 | -0.3 | -2.3 | -1.1 | -1.4 | -1.1 | -11.6 | 0.4 | 1.5 | 105.4* | 0.3
CCN(CC)S(=O)(=O)c1cccc(NC(=O)COC(=O)CCC(=O)c2ccc(F)cc2)c1 | -0.6 | 0.3 | -0.1 | -1.2 | -2.5 | 0.1 | 2.5 | 1.6 | 4.3 | 7.2 | 0.5
CC(=O)c1cccc(OCC(O)CNCCc2ccc(Cl)cc2)c1 (centres undefined) | 2.1 | 0.0 | 0.5 | -0.5 | -0.2 | -1.1 | -2.4 | -2.6 | -7.5 | 3.2 | -0.7
NC(=O)C1CCN(C2=C(NS(=O)(=O)c3ccc(Cl)cc3)C(=O)c3ccccc3C2=O)CC1 | 1.9 | -0.7 | -3.0 | -1.1 | 0.9 | 0.3 | -12.5 | -0.2 | -12.1 | -3.9 | 1.6
COc1ccc(CNC(=O)CSc2nnc(-c3cccnc3)n2N)cc1 | -3.6 | 0.4 | -3.8 | -1.4 | -3.8 | -1.2 | -15.1 | -6.8 | -6.9 | 1.3 | -0.9
COCCNC(=O)Cn1cc(C(=O)c2cccs2)c2ccccc21 | 0.5 | -0.6 | -1.8 | -1.2 | -0.2 | 1.1 | -2.2 | -3.2 | 0.1 | -1.2 | -0.1
O=C(NCCc1ccccc1)C1CCCN(c2nc3ccccc3s2)C1 (centres undefined) | -2.4 | -0.4 | -0.1 | -1.5 | 0.3 | 0.2 | -4.8 | 1.7 | -6.3 | 3.0 | -0.9
Cc1ccc(S(=O)(=O)N[C@@H](CC(C)C)C(=O)NCc2ccco2)cc1 | 1.6 | 0.6 | 0.9 | -1.1 | -2.5 | 1.1 | -1.0 | -4.2 | -2.5 | 3.6 | 2.4
COc1cccc(NC(=O)CN(C)C(=O)c2c(C)nn(-c3ccccc3)c2Cl)c1 | 3.8 | -0.5 | 5.2 | -1.1 | -1.8 | -0.3 | 2.4 | -0.8 | 1.8 | 8.6 | 0.2
N#CCC(=O)NNc1c([N+](=O)[O-])cc(C(F)(F)F)cc1[N+](=O)[O-] | -3.5 | 0.0 | 0.1 | -0.8 | -1.8 | 0.1 | -6.6 | -3.1 | -12.3 | -0.6 | x
CN(CC(=O)Nc1cccc(F)c1)C(=O)CC1CC2CCC1C2 (centres undefined) | -0.7 | -1.8 | 3.5 | -0.3 | -1.4 | -1.9 | -7.7 | -4.0 | 3.5 | -1.2 | -0.2
NC(=O)c1cc(S(=O)(=O)N2CCN(c3ccc([N+](=O)[O-])cc3)CC2)cs1 | -2.4 | -0.8 | 0.3 | -1.4 | -3.7 | -2.5 | -8.2 | 5.2 | -5.0 | 3.5 | -0.9
CSC(=NC1CCCCC1)NS(=O)(=O)c1ccccc1 | -0.6&-2.6 | -0.3&-0.2 | -1.1&1.7 | -1.4&-1.9 | 0.5&0.7 | 0.9&-1.2 | 4.6&2.1 | 2.5&-0.6 | 0.0&2.5 | 0.0&0.4 | 1.8&-0.6
O=C(CN(Cc1ccco1)C(=O)c1ccc(N2CCCC2=O)cc1)Nc1ccccc1C(F)(F)F | -0.4 | 3.4 | -2.3 | -0.9 | 0.6 | -1.1 | -7.0 | -3.8 | -4.5 | -6.7 | 0.5
COc1ccc(OC)c(NC(=O)c2cc3c(Cl)nc4ccccc4c3s2)c1 | -3.2 | -0.5 | 1.2 | -0.6 | 0.1 | -0.9 | -0.5 | -3.9 | -1.5 | 5.0 | -1.5
CSc1nc(N)nc(SCC(=O)CC(=O)OC(C)C)c1C#N | 1.2 | 1.0 | -33.7 | -1.4 | -0.1 | -1.6 | -38.1 | -1.4 | 0.5 | 3.1 | 1.7
CCN1CN(CCc2ccccc2)CNC1=S | -1.6 | 0.4 | 0.2 | -1.6 | -3.0 | -1.4 | 2.9 | -2.5 | 0.8 | 2.5 | -0.5
CC(C)N(C(=O)CN1C(=O)NC2(CCCCCC2)C1=O)C(C)C | -0.8 | -0.5 | -1.4 | -1.4 | -0.1 | -0.5 | 2.1 | 4.7 | -2.7 | -1.6 | 0.2
CC(=O)Nc1ccc(NC(=O)c2cc(S(=O)(=O)N3CCCCC3)ccc2C)cc1 | -3.2 | 1.4 | -2.1 | -0.2 | -1.1 | -1.1 | 6.5 | -2.1 | -7.0 | -2.5 | 0.3
Cc1noc(C)c1S(=O)(=O)N(C)C[C@H]1Oc2c(NC(=O)C3CCCCC3)cccc2C(=O)N([C@H](C)CO)C[C@@H]1C | -3.4 | 1.6 | 3.4 | -1.3 | -1.4 | -0.6 | 3.2 | 10.4* | -3.2 | 7.7 | 0.2
CCN1C(=O)c2cccc3cccc1c23 | -1.9 | -0.2 | -173.3 | -2.0 | 0.6 | -0.2 | -218.6 | -5.5 | -1.7 | 3.5 | 0.1
O=C(CSc1nnc(CN2CCOCC2)n1-c1ccc(Cl)cc1)Nc1cc(Cl)ccc1O | 0.1 | -1.8 | 0.4 | -0.9 | 1.7 | 0.0 | 0.6 | -0.3 | 2.8 | -2.1 | 0.1
Cc1ccc2oc(C(=O)Nc3nnc(C)s3)c(C)c2c1 | -1.0 | 1.1 | 0.3 | -0.8 | 5.0 | 3.2 | 1.1 | -6.9 | 0.9 | -3.7 | 1.1
Cc1nnc(SCC(=O)Nc2ccc(Cl)cn2)s1 | 3.0 | 0.3 | 4.8 | -0.9 | -2.1 | -0.5 | 2.1 | -1.9 | -4.0 | -0.3 | 2.8
